M. tuberculosis HTS = M. tuberculosis growth inhibition, HTS (AID 449762); 0.59% of 330,000 active; inhibition, % at 25 µM; hits with a dose series show IC50 in µM; M. tuberculosis H37Rv growth inhibition, 7H9 media; higher % means a stronger effect; in the data active = a potency from the dose series; inconclusive = inhibition above about 70% without an active follow-up result;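 note: bacterial growth assessed after seven days of incubation; strong numbers were not always called active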
PhoP GFP inhibition = PhoP regulon inhibitors, Salmonella typhi PhoP promoter GFP reporter, confirmatory (AID 1850); Salmonella Typhi PhoP-promoter GFP reporter, fluorescence, 4 h; higher % means a stronger effect; inhibition, % at 50 µM, or IC50 in µM where a hit was titrated; 0.33% of 310,000 active; in the data active = a potency from the dose series; inconclusive = inhibition mostly from about 25% at the one dose, without a potency; inactive = the rest, 99 in 100 with inhibition below about 19%;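 note: 0% = induced wells with vehicle and 100% = uninduced wells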
tuberculosis growth = growth inhibition of non-replicating M. tuberculosis (AID 488890). Mycobacterium tuberculosis non-replicating, growth inhibition; higher % means a stronger effect. one-dose inhibition, % at 25 µM; IC50 in µM for titrated hits. 0.39% of 320,000 active; in the data active = a potency from the dose series; inconclusive = inhibition mostly from about 82% at the one dose, without a potency; inactive = the rest, 99 in 100 with inhibition below about 76%;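 note: plate controls were DMSO cells for no effect and high antibiotic wells for full effect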
H1N1 NS1A inhibition = NS1A inhibition, H1N1 influenza, cell based functional assay (AID 504329). NS1A functional cell-based assay, percent inhibition; higher % means a stronger effect. inhibition, % at 12.5 µM; hits with a dose series show IC50 in µM. 0.3% of 340,000 active; in the data active = a potency from the dose series; inconclusive = inhibition above about 27% without an active follow-up result; note: strong numbers were not always called active
VEEV TC-83 Vero = inhibitors of VEEV TC-83 cytopathic effect, confirmation, Vero cells (AID 588727) | inhibition, % at 20 µM, or IC50 in µM where a hit was titrated | Vero cells, VEEV TC-83 cytopathic effect inhibition; higher % means a stronger effect | 0.13% of 350,000 active; in the data active = a potency from the dose series; inconclusive = inhibition mostly from about 14% at the one dose, without a potency; inactive = the rest, 99 in 100 with inhibition below about 12%; note: strong numbers were not always called active
Starred values were filed as active, the others as inactive; i = inactive; u = inconclusive; x = no result given.

SMILES | M. tuberculosis HTS | PhoP GFP inhibition | tuberculosis growth | H1N1 NS1A inhibition | VEEV TC-83 Vero
COc1ccc(NC(=O)c2sc(NC(=O)C3CC3)nc2C)cc1 | -6% | 4% | 2% | 0% | 8.1%
NC(=O)CSc1nc(-c2ccccc2Cl)ns1 | -3% | -1% | 78% | -7% | 5.3%
CSc1ccccc1NC(=O)c1noc2c1CCC2 | 1% | -1% | 77% | -2% | i
CN(CC(=O)NCc1ccc(Cl)cc1)S(=O)(=O)c1cccs1 | 0% | 7% | 2% | -1% | i
Cc1nn2c(nc1=O)NNC2(C)C(C)(C)C (stereo not given) | 2% | 0% | -8% | -10% | 0.9%
CC(=O)Nc1cc(NC(C)=O)cc(C(=O)OCC(=O)N(c2ccccc2)C2CCS(=O)(=O)C2)c1 (stereo not given) | -7% | x | 0% | 3% | 1.0%
COc1cccc(CNC(=O)c2ccc(N3CCOCC3)c([N+](=O)[O-])c2)c1 | -5% | -6% | 4% | 6% | i
NC(=O)CCS(=O)(=O)c1ccccc1 | -6% | -5% | 61% | 3% | 0.1%
Cc1ccc2c(CC(=O)NNC(=O)c3ccccc3O)coc2c1 | 6% | -5% | 8% | 3% | 0.9%
CC1=C(C)Cc2c(OC(=O)c3ccccc3)ccc(OC(=O)c3ccccc3)c2C1 | -1% | -8% | -8% | x | x
Cc1cccc(-n2c(O)c(C=NC3CCS(=O)(=O)C3)c3ccccc3c2=O)c1C (stereo not given) | 9% | -5% | 5% | 0% | 5.4%
O=C(Cn1cnc2ccccc21)N/N=C/C(Br)=C/c1ccccc1 | 7% | -8% | 23% | 8% | 1.8%
COC(=O)c1ccc2c(=O)n(Cc3ccc4c(c3)OCO4)c(=S)[nH]c2c1 | 1% | 1% | -44% | -4% | 1.2%
CCCc1ccc(C2C3=C(CC(C)(C)CC3=O)NC3=C2C(=O)c2ccccc23)cc1 (stereo not given) | u | 4% | 77% | 1% | 0.6%
O=C1C=C(c2cccc(O)c2)CCC1 | u | -3% | 15% | 0% | 1.6%
CN(C)C1(CNC(=O)C2CCN(S(=O)(=O)c3c(Cl)cccc3Cl)CC2)CCCCC1 | -5% | -5% | -7% | -11% | 2.0%
O=C(NNc1ccc(-c2csnn2)cc1)c1cc(Cl)cc(Cl)c1 | u | 1% | 45% | x | 11%
CC(C)C[C@@H](COc1ccccc1)N1CCN(Cc2ccccc2)CCC1=O | -10% | 2% | 14% | 0% | 5.2%
NC(=O)C1CCN(C(=O)CCNS(=O)(=O)c2cc(Br)cnc2N)CC1 | -3% | 8% | -21% | -1% | i
Cc1cc(C)n(CCC(=O)N=Nc2c(O)[nH]c3ccccc23)n1 | 4% | 9% | 3% | 9% | 0.4%
O=C1c2ccccc2C(=Nc2ccccc2)C1c1cccc(Br)c1 (stereo not given) | 0% | 7% | 6% | 10% | 7.1%
Cc1cc(N2CCOCC2)nc(SCC(=O)c2ccc(Cl)cc2)n1 | -8% | 1% | -3% | 9% | 7.9%
O=C(Nc1ccccc1Br)C1CCC(=O)N1Cc1ccccc1Cl (stereo not given) | 7% | -7% | 2% | -6% | i
COc1ccc(NC2CCCN(C(=O)c3csc(C)n3)C2)cc1 (stereo not given) | 5% | 10% | -4% | 4% | 2.4%
Cc1noc(C)c1COc1ccc(C(=O)NCC(c2c(F)cccc2Cl)N(C)C)cc1 (stereo not given) | x | x | x | -1% | 4.6%
O=C(CSc1nnc(CNC(=O)c2ccccc2)o1)Nc1nccs1 | -28% | -10% | -7% | 8% | i
CCOC(=O)c1ccccc1NC(=O)c1cccc2c1C(=O)N(C1CCN(C(=O)OCC)CC1)C2 | -4% | 0% | 27% | 1% | 2.6%
O=C(CN1C(=O)c2cccnc2Oc2ccc(Cl)cc21)NCCC1=CCCCC1 | 7% | 3% | 0% | -7% | 3.3%
O=C1CCC(=O)N1CC(=O)N(c1ccccc1)c1ccccc1 | -3% | 13% | -15% | -10% | 1.4%
Cc1c(C(=O)OCC(=O)c2ccc3c(c2)OCCO3)oc2ccccc12 | 0% | 0% | -1% | -2% | 1.7%
CCNc1nc(NC(C)C)nc(ON=C(C)C)n1 | -6% | 5% | 6% | x | x
CCCCN(C(=O)NC(=O)C1=C(N2CCOCC2)/C(=C/c2ccccc2)CC1)S(C)(=O)=O | 0% | -7% | -7% | 4% | 0.7%
O=C(COC(=O)CNC(=O)c1ccccc1)Nc1ccc(F)c([N+](=O)[O-])c1 | -1% | 23% | -6% | 5% | 1.0%
CCn1c(O)c(/C=C/C=C/C=Nc2ccccc2)sc1=S | -3% | 1% | -9% | -12% | 1.3%
CCOC(=O)c1[nH]c(=O)[nH]c1COC(=O)c1cc2ccccc2o1 | 2% | -5% | -9% | 6% | 0.4%
CCN(CC)C(NC(=O)Cc1ccccc1)C(Cl)(Cl)Cl (stereo not given) | -12% | -6% | -22% | 0% | 2.0%

Looked up above:
PhoP GFP inhibition, O=C(CN1C(=O)c2cccnc2Oc2ccc(Cl)cc21)NCCC1=CCCCC1 stands at 3%
PhoP GFP inhibition, CCNc1nc(NC(C)C)nc(ON=C(C)C)n1 stands at 5%
M. tuberculosis HTS, O=C(COC(=O)CNC(=O)c1ccccc1)Nc1ccc(F)c([N+](=O)[O-])c1 stands at -1%
tuberculosis growth, CCOC(=O)c1ccccc1NC(=O)c1cccc2c1C(=O)N(C1CCN(C(=O)OCC)CC1)C2 stands at 27%
H1N1 NS1A inhibition, CCOC(=O)c1[nH]c(=O)[nH]c1COC(=O)c1cc2ccccc2o1 stands at 6%

An excerpt of these results, with two lines to a compound.
Each structure is followed by: M. tuberculosis HTS | PhoP GFP inhibition | tuberculosis growth | H1N1 NS1A inhibition | VEEV TC-83 Vero
CCn1c(O)c(/C=C/C=C/C=Nc2ccccc2)sc1=S
  -3% | 1% | -9% | -12% | 1.3%
Cc1c(C(=O)OCC(=O)c2ccc3c(c2)OCCO3)oc2ccccc12
  0% | 0% | -1% | -2% | 1.7%
O=C(COC(=O)CNC(=O)c1ccccc1)Nc1ccc(F)c([N+](=O)[O-])c1
  -1% | 23% | -6% | 5% | 1.0%
Cc1noc(C)c1COc1ccc(C(=O)NCC(c2c(F)cccc2Cl)N(C)C)cc1 (stereo not given)
  x | x | x | -1% | 4.6%
CCOC(=O)c1ccccc1NC(=O)c1cccc2c1C(=O)N(C1CCN(C(=O)OCC)CC1)C2
  -4% | 0% | 27% | 1% | 2.6%

Remaining list, next part:
SMILES | M. tuberculosis HTS | PhoP GFP inhibition | tuberculosis growth | H1N1 NS1A inhibition | VEEV TC-83 Vero
COc1cccc(NC(=S)N2CCc3cc(OC)c(OC)cc3C2)c1 | 1% | 13% | 3% | 10% | 1.9%
COC(=O)Cc1ccc(NC(=S)NCCSc2ccc(C)cc2)cc1 | 7% | -10% | u | -12% | 0.0%
CCOC(=O)c1nnn(-c2nonc2-n2cccc2)c1CN1CCC(C)CC1 | 2% | -2% | 1% | 0% | 5.7%
C=CCn1c(SCC(=O)Nc2c(C)n(C)n(-c3ccccc3)c2=O)nc2ccccc2c1=O | -5% | x | -1% | -19% | 1.8%
O=C(NN=CC=Cc1ccccc1)C(O)C(O)C(=O)NN=CC=Cc1ccccc1 (stereo not given) | x | x | x | -14% | i
CC1CCCCC1NC(=O)Cn1c(=O)oc2cc(S(=O)(=O)N3CCCC3)ccc21 (stereo not given) | -2% | x | 10% | 9% | 3.4%
CCOc1cc(C(=O)OCC(=O)Nc2cc(C)on2)cc(OCC)c1OCC | 6% | 1% | -9% | 0% | 0.9%
O=C(NCCc1ccccc1)C(c1ccccc1)N(C(=O)c1csnn1)C1CC1 (stereo not given) | -11% | -8% | -9% | -5% | 0.0%
CCCNC(=O)c1cccc(Cn2cc(Br)c([N+](=O)[O-])n2)c1 | -1% | -5% | -2% | -4% | 0.8%
O=C(NC1CCCc2ccccc21)C1CCN(S(=O)(=O)N2CCCCCC2)CC1 (stereo not given) | -1% | 14% | 12% | -8% | 1.5%
O=C(Nc1cccc(NC(=O)c2cccc(F)c2)n1)c1cccc(F)c1 | 34% | 2% | 26% | 18% | 6.5%
O=C(NCc1nc2ccccc2[nH]1)c1cccc(S(=O)(=O)N2CCOCC2)c1 | -5% | -8% | 0% | 2% | 4.5%
Cc1ccc(OCCOCCN2CCCC2)c(Br)c1 | 8% | -3% | 3% | -1% | 0.6%
O=C(Cc1ccc(Br)cc1)NNC(=O)Nc1ccc(Cl)cc1 | -7% | -8% | -6% | -76% | i
CC(=O)Nc1ccc(S(=O)(=O)Oc2cccc(N3C(=O)C4CCCCC4C3=O)c2)cc1 (stereo not given) | -5% | 3% | -5% | -5% | i
O=C(O)c1ccccc1C(=O)OCc1ccccc1 | -8% | 2% | -13% | -6% | 2.3%
Cc1cccc(NC(=O)c2ccc(S(=O)(=O)N3CCCCCC3)cc2)n1 | 57% | 6% | 48% | -4% | 7.5%
O=C(/C=C/c1ccccc1)Nc1cccc(C(=O)NCCc2ccccc2)c1 | x | x | x | 0% | 11%
CCCCOc1ccc(NC(=O)CN2CCN(C(=O)OCC)CC2)cc1 | -10% | -7% | 45% | 5% | 1.1%
COc1cccc(NC(=O)COC(=O)/C=C/c2ccc(Cl)cc2Cl)c1 | 0% | -7% | 39% | 1% | 1.9%
Cn1c(CCNC(=O)c2cc(COc3ccc(F)c(F)c3)on2)nc2ccccc21 | 7% | -5% | 27% | -25% | i
Cc1cc(Br)ccc1NC(=S)N1CCOCC1 | 0% | -1% | -4% | -19% | 0.4%
COc1ccc(/C=N/n2c(-c3n[nH]c4c3CCC4)n[nH]c2=S)c(OC)c1OC | -3% | -3% | 3% | 2% | 2.6%
CN1C(=O)c2c(sc3c2CCCC3)NC1c1ccccc1O (stereo not given) | 3% | -6% | 6% | x | x
CN=C(C[N+](=O)[O-])NCCSCc1ccc(CN(C)C)o1 | -1% | x | 4% | 4% | 0.3%
NC(N)=Nc1nc2cc([N+](=O)[O-])ccc2o1 | 1% | 6% | -14% | -7% | 0.6%
O=C(NCc1ccccn1)c1ccc(Cl)cc1Cl | -10% | 7% | 1% | 1% | 1.4%
Cc1cccc(C)c1NC(=O)C(=O)NCCCN1CCOCC1 | 6% | -3% | -1% | -7% | 10.0%
O=C(Nc1ccccc1Br)c1cc[n+]([O-])cc1 | -2% | 2% | -7% | -8% | 2.4%
O=C(O)C(=O)Nc1ccc(NC(=O)C(c2ccccc2)c2ccccc2)cc1 | -1% | -5% | u | -25% | i
CC(C)(C)OC(=O)N1CCOCCOCCN(C(=O)OC(C)(C)C)CCOCC1 | -3% | -3% | 0% | 7% | 0.1%
CC(=O)N1CCN(C(=O)CCc2c[nH]c3ccccc23)CC1 | -9% | -15% | 2% | -1% | 0.2%
CCn1c(COc2ccccc2)nnc1SCC(=O)Nc1cc(OC)ccc1OC | -5% | 1% | 52% | 22% | 3.1%
Cn1c(SCC(=O)OCc2ccccc2)nnc1-c1ccco1 | -8% | -1% | 20% | 9% | i
COc1ccccc1-c1cc(C(F)(F)F)nc(S(=O)(=O)CCCC(=O)NCc2ccc(F)cc2)n1 | 8% | -25% | 55% | -4% | 13%
O=C(O)CN(c1ccccc1F)S(=O)(=O)c1ccccc1 | -26% | 2% | -1% | -8% | i
Nc1nc(SCC(=O)Nc2cccnc2Cl)n[nH]1 | -5% | 3% | -8% | -3% | i
COc1ccc2oc(C(=O)OCC(=O)N(C)CC(=O)Nc3ccc(F)cc3)c(C)c2c1 | 17% | 11% | 12% | 3% | 0.6%
Cc1cccc(C)c1Oc1nc(-c2ccccc2)ncc1S(=O)(=O)c1ccccc1 | -4% | 1% | -16% | -4% | 1.2%
CCCCCC(=O)NC(=S)Nc1ccc(N2CCCCC2)c(Cl)c1 | 2% | -7% | u | 10% | 0.5%
O=C(/C=C/c1ccc(OCCCF)cc1)N1CCOCC1 | 3% | -4% | -2% | -9% | 0.9%
CCOC(=O)Cc1csc(NC(=O)COc2ccc(OC)cc2)n1 | -3% | 3% | 66% | 0% | 1.4%
CCCS(=O)(=O)N1CCCC(C(=O)NCCc2ccc(OC)c(OC)c2)C1 (stereo not given) | -3% | 3% | 3% | -20% | 0.3%
O=C(NC1(C(F)(F)F)NC(=O)N(C2CCCCC2)C1=O)c1ccco1 (stereo not given) | 3% | 0% | -2% | -11% | i
COc1cccc(-c2nc(CS(=O)CC(=O)NCCCOC(C)C)c(C)o2)c1 (stereo not given) | 2% | 24% | 1% | 3% | 3.2%
COc1ccc(CCNC(=O)CN2C(=O)NC(CCSC)C2=O)cc1 (stereo not given) | 1% | -1% | 5% | -2% | 2.3%
